# Assay outcomes as filed in PubChem.
# MBNL1-CUG inh – qHTS Assay for Inhibitors of MBNL1-poly(CUG) RNA binding | TR-FRET MBNL1-His/biotin-(CUG)12 binding, 665/545 ratio | Potency, µM (titrated, usually from 57.5 µM), for inactives: at the highest dose activity change, negative = inhibition, actives largely listed as inhibitors | hit rate 0.036% among 280,000 | AID 2675, 2010; active means well fitted inhibition curve with a large enough effect in the signal ratio, with a control signal flat, not every such curve was filed as active; inconclusive means small, poorly fitted or top-dose-only effect, or effect the other way, or a change in a side signal; inactive means no such curve, though single readings can be large or run the other way; the % refers to the signal ratio; further: potency means the concentration at half of the fitted maximal effect; on the % scale 0 is the no-effect control and ±100 the full control effect
# Target sequence (Q9NR56 whole entry, looked up): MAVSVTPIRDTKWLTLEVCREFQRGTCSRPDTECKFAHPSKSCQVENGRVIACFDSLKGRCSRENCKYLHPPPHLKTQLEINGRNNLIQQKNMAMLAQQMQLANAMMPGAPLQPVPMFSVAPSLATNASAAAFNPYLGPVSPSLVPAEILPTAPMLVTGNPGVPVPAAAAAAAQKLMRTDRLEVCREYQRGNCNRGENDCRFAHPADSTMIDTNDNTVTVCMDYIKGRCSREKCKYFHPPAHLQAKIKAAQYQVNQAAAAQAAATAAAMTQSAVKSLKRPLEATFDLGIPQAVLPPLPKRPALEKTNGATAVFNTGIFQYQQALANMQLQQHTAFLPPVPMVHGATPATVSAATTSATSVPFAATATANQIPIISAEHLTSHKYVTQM
#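 Inhibition of protein-RNA binding appears as loss of TR-FRET between terbium anti-His antibody on MBNL1-His and streptavidin-XL665 on biotin-(CUG)12. Activity is normalized to buffer-only and uninhibited-complex controls.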
# a7 integrin act – qHTS for Activators of Integrin-Mediated Alleviation for Muscular Dystrophy | hit rate 0.064% among 350,000 | alpha7betagal myoblasts, beta-gal FDG fluorescence, 48 h | Potency, µM (titrated, usually from 38.3 µM), for inactives: at the highest dose activation, hits mostly activators;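 further: potency means the concentration at half of the fitted maximal effect; 100% = response of the positive control SU9516; nearly all actives have a fitted effect of over 60% in size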
#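 alpha7betagal+/- myoblasts (passage 13, 250/well) treated 48 h at 37C with compounds at 1:260 dilution of DMSO stock. Lysed, then beta-galactosidase activity read as FDG fluorescence (ex 480/em 540) after 30 min, with pre-read for autofluorescence.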
# KCNH2 WT inh – qHTS for Inhibitors of KCHN2 3.1: Wildtype qHTS | AID 720551, 2013 | hit rate 0.37% among 340,000 | activity change, % at 1.84 µM | Voltage-gated inwardly rectifying potassium channel KCNH2 (Homo sapiens), Q12809 | U2OS, BacMam KCNH2, thallium flux FluxOr; active compounds read low;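 active means maximum activity change below -70%; inconclusive means maximum activity change between -70% and -50%; inactive means maximum activity change above -50%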; further: on the % scale 0 is the no-effect control and ±100 the full control effect
#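 U2OS cells transduced with wild-type KCNH2 virus are loaded with FluxOr dye for 45 min, and thallium flux is measured in kinetic reads before and after stimulation buffer. Rate constants are normalized to DMSO controls.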
# A-T KAP1 phos – qHTS Assay for Identifying a Potential Treatment of Ataxia-Telangiectasia | AID 485349, 2010 | […] A-T fibroblasts, KAP-1 phosphorylation AlphaLISA; neocarzinostatin DNA damage 30 min before lysis | Potency, µM (top dose mostly 57.5 µM), for inactives: top-dose activation, most hits filed as activators | hit rate 0.19% among 320,000; further: potency means the concentration at half of the fitted maximal effect; % of control where 0% means no effect; nearly all actives have a fitted effect of over 45% in size
#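 hTERT-immortalized A-T patient fibroblasts ([…]), 500 cells/well in OPTI-MEM, 1% FBS, got compounds for 60 min, then NCS for 30 min at 37C. Lysates were then assayed for phospho-KAP-1 by AlphaLISA (anti-pKAP1 donor, anti-KAP1 acceptor beads), 6 hr at 25C.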
# TRPV1 ag – HTS Assay for Compounds that Act as Agonists of the Vanilloid Receptor 1; Transient receptor potential cation channel subfamily V member 1 (Homo sapiens), Q8NER1; TRPV1-expressing cells, Fluo-8 calcium influx, agonist mode; activation, % at 8.33 µM; hit rate 0.19% among 320,000; AID 540275, 2011; in the data active means activation above about 80%; inconclusive means between about 30% and that limit; further: 0% is about no effect
#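 Cells expressing TRPV1 were dye-loaded with Fluo-8 and read kinetically: 10 s baseline, 3 min after compound (agonist portion), then 2 min after EC20 capsaicin (allosteric enhancer portion). Calcium-bound dye fluorescence at 480/520 nm.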
# S-ASM inh – Inhibitors of Secretory Acid Sphingomyelinase (S-ASM): qHTS | hit rate 0.006% among 340,000 | Sphingomyelin phosphodiesterase (Homo sapiens), P17405 | AID 504937, 2011 | placental ASM, HMU-PC fluorogenic substrate, 60 min | Potency, µM (series often up to 57.5 µM), for the others: top-dose activity change, negative = inhibition, most hits filed as inhibitors; further: potency means the concentration at half of the fitted maximal effect
# Target sequence (P17405 47-631 limits assumed): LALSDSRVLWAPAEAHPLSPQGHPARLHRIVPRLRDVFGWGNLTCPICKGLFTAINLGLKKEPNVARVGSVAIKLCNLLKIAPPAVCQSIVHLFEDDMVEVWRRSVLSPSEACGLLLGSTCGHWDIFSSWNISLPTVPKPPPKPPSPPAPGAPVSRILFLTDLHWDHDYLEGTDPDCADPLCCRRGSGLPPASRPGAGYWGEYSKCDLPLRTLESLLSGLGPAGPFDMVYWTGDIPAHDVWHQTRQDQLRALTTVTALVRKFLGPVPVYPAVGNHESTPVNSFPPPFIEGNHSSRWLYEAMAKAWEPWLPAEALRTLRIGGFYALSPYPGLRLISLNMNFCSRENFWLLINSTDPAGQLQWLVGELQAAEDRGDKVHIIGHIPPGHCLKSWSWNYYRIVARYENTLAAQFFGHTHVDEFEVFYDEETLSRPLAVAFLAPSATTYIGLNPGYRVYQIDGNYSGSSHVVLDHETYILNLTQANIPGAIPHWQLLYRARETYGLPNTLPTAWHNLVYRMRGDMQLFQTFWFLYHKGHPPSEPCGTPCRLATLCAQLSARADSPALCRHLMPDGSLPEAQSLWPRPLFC
#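 Human placenta-derived ASM enzyme was preincubated with compound for 10 minutes at room temperature, then given fluorogenic substrate HMU-PC0 (9 uM final) for 60 minutes at 37 °C; a pH 10 stop preceded fluorescence reading at Ex 386/Em 447 nm.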
# FBPA coupling cs – qHTS Assay for Inhibitors of Fructose-1,6-bisphosphate Aldolase from Giardia Lamblia: Coupling assay counterscreen; AID 2472, 2010; hit rate 0.67% among 290,000; coupling enzyme system counterscreen, AmpLite Red fluorescence; activity change, negative = inhibition, % at 58.2 µM, hits read low; in the data active means activity change below about -30%; further: on the % scale 0 is the no-effect control and ±100 the full control effect
#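 Coupling enzymes only (glyceraldehyde-3-phosphate) + compound, at 57.5 uM final, 10 min RT; add substrate/coupling/AmpLite Red mix, 20 min RT; fluorescence ex 525/em 598 nm. Actives flag coupling-system interference.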
# MLL CXXC-DNA inh – qHTS Fluorescence Polarization Assay for Inhibitors of MLL CXXC domain - DNA interaction | AID 2662, 2010 | Potency, µM (series often up to 115 µM), without a hit: at the top dose activity change, negative = inhibition, actives largely listed as inhibitors | hit rate 0.037% among 290,000 | MLL-CXXC / FITC-HOXA9 DNA fluorescence polarization; active means well fitted inhibition curve with a large enough effect in the polarisation, with a control signal flat, not every such curve was filed as active; inconclusive means small, poorly fitted or top-dose-only effect, or effect the other way, or a change in a side signal; inactive means no such curve, though single readings can be large or run the other way; the % refers to the polarisation; further: potency means the concentration at half of the fitted maximal effect
#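 Fluorescence polarization: 7 uM MLL-CXXC (stock) preincubated 5 min with compounds, then 50 nM fluorescein-HOX-A9 DNA (stock) added; 30 min ambient. Buffer 50 mM Tris-HCl pH 7.5, 50 mM NaCl, 1 mM DTT, 0.05% BSA.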
# KCNH2 3.1 block – qHTS for Inhibitors of KCHN2 3.1: Mutant qHTS. hit rate 0.95% among 340,000. Potassium voltage-gated channel subfamily H member 2, brain isoform KCNH2 3.1 (human). activity change, % (tested at about 1.8 µM). AID 720553, 2013. U2OS KCNH2 3.1, thallium flux FluxOr; active compounds read low;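 active means maximum activity change below -70%; inconclusive means maximum activity change from -70% to -50%; inactive means maximum activity change above -50%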;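 further: thallium influx rate constant from kinetic fluorescence after stimulation buffer; on the % scale 0 is the no-effect control and ±100 the full control effect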
#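 Channel expression came from 3.1 mutant virus (1.77 x 10^8 /mL) applied to suspended U2OS cells for 4 h. Flux was tracked with FluxOr dye plus Red40 quencher, and kinetic rate constants normalized to controls.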
# GALK inhibitor – qHTS Assay for Inhibitors of Human Galactokinase (GALK); P51570; Purified GALK, Kinase-Glo residual ATP luminescence; Potency, µM (titrated, usually from 57.5 µM), inactives show at the highest dose activity change, negative = inhibition, hits mostly inhibitors; hit rate 0.007% among 270,000; AID 1868, 2009; further: potency means the concentration at half of the fitted maximal effect; on the % scale 0 is the no-effect control and ±100 the full control effect
#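 Galactose (100 uM) and ATP (35 uM) were turned over by 5 nM GALK for 1 h at RT. Kinase-Glo Plus then converted the remaining ATP into a luminescent signal.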
# * marks the source's active call; other numbers are inactive results; i = inactive; ? = inconclusive; · = no result given; [ ] = another dose, or the depositor's remark. Unless noted, the call rests on the fitted dose curve; in most records, active means well fitted curve in the direction sought with a large enough effect; inconclusive means small, poorly fitted or top-dose-only effect, or another doubt; inactive means no such curve, though single readings can be large; an effect the other way counts as inactive or inconclusive.
SMILES,MBNL1-CUG inh,a7 integrin act,KCNH2 WT inh,A-T KAP1 phos,TRPV1 ag,S-ASM inh,FBPA coupling cs,MLL CXXC-DNA inh,KCNH2 3.1 block,GALK inhibitor
CCOC(=O)C1=C(c2ccc(OC)cc2)C(=O)c2ccccc2C1=O,-4%,-59%[inhibitor],8,12%,17,-13%,-64*,0%,-16,0%
CCOc1ccc(OCC)c(NC(=O)CCS(=O)(=O)c2ccc(Br)s2)c1,-14%,16%,-2,3%,?,-3%,1,6%,-3,-3%
Cc1ccc(C(=O)CN2C(=O)NC3(CCc4ccccc43)C2=O)c(C)c1 (stereo not given),·,2%,-8,0%,1,-5%,·,·,4,·
COc1ccc(-n2c(=O)c3ccccc3n(CC(=O)Nc3ccccc3OC)c2=O)cc1,3%,-4%,0,0%,2,-3%,0,9%,20,0%
CNC(=S)N/N=C(\C)c1ccc(-n2ccnc2)cc1,13%,?,0,-4%,1,3%,1,12%,10,-1%
CCOC(=O)c1c(O)c2cc(Cl)ccc2n(CC)c1=O,·,-7%,-2,-8%,-2,-2%,0,1%,-6,0%
Cc1ccc(S(=O)(=O)c2nc(-c3ccccc3)oc2NCCCN2CCOCC2)cc1,-10%,31%,5,2%,12,0%,4,-2%,-1,11%
CCCNS(=O)(=O)c1cc2c3c(c1)C(C)C(=O)N3CCC2 (stereo not given),-3%,40%,4,-6%,-1,-2%,3,8%,4,3%
CCn1ccnc1[C@@H]1C[C@H]2CN(Cc3cccc(Cl)c3)C(=O)[C@]23CCCN13,-7%,9%,-8,-2%,1,3%,2,5%,1,1%
COC(=O)C1=C(C)N(c2cccc(Cl)c2)C(=O)C1,-6%,-1%,-3,3%,1,-3%,-1,0%,-1,-3%
COC(=O)c1c(C(=O)OC)c(-c2cccc(C)c2)n2c1CS(=O)(=O)C2,7%,13%,-7,·,10,2%,0,6%,-27,6%
O=C(COc1cccc2ccccc12)Nc1cc(Cl)ccc1C(=O)O,-6%,14%,20,2%,3,8%,·,6%,2,-5%
C=CCOc1c(Br)cc(CNn2c(C)n[nH]c2=S)cc1OC,-6%,24%,-3,10%,0,-2%,1,1%,-22,-6%
CC1=C(C(=O)OCCc2ccccc2)C(c2ccsc2)NC(=O)N1C (stereo not given),31%[activator][11.5 µM],0%,-14,5%,7,0%,0,-1%,-7,·
NC(=O)c1cccnc1OCC(F)(F)F,·,-27%,64,4%,·,-4%,-3,-11%,13,-4%
Cc1cc(C(=O)NCCCN2CCN(C3CCCCC3)CC2)n(-c2ccccc2)n1,-13%,-11%,7,10%,-8,2%,0,7%,1,-5%
O=S1(=O)CCN(c2ccccc2CC(c2c[nH]c3ccccc23)c2c[nH]c3ccccc23)CC1,·,-56%[inhibitor],-14,·,·,-18%,·,·,-1,·
COc1ccc(N=C2C=CC(=O)O2)cc1,·,-6%,16,·,·,1%,·,·,7,·
C=CCN(C(=O)c1csnn1)C(C(=O)NC1CCCCC1)c1ccc(Cl)cc1 (stereo not given),3%,-18%,-11,-5%,?,3%,0,6%,-4,-1%
O=C(CSC1=NCCS1)NC(c1ccccc1)c1ccccc1,-2%,?,29,-3%,2,4%,2,1%,-3,2%
Cc1cc(/C=N/NC(=O)CC2(C)OCCO2)c(C)n1-c1cc(Cl)cc(Cl)c1,-2%,-10%,0,·,-1,4%,-1,-8%,2,1%
O=C(Nc1ccc(N2CCOCC2)c2nonc12)C1CCCC1,?,-1%,-3,-3%,2,-6%,-41*,-1%,2,-5%
O=C(c1ccc(Br)o1)N1CCN(CCOc2ccccc2)CC1,-1%,5%,11,-2%,16,-2%,4,-3%,-10,9%
Cc1cccc(NC(=O)COC(=O)c2cccc3c2C(=O)c2ccccc2C3=O)c1C,?,-27%,-6,-1%,3,·,-10,14%,4,1%
COc1ccccc1NC(=O)Cc1nnc(SCC(=O)Nc2ccc(F)cc2F)n1C,-15%,-6%,-7,2%,-3,3%,0,6%,9,-1%

# Sorted by value in S-ASM inh (low to high): three of the compounds above
Molecule	S-ASM inh
CCOC(=O)c1c(O)c2cc(Cl)ccc2n(CC)c1=O	-2%
COc1ccc(N=C2C=CC(=O)O2)cc1	1%
COC(=O)c1c(C(=O)OC)c(-c2cccc(C)c2)n2c1CS(=O)(=O)C2	2%

# Other structures.
SMILES,MBNL1-CUG inh,a7 integrin act,KCNH2 WT inh,A-T KAP1 phos,TRPV1 ag,S-ASM inh,FBPA coupling cs,MLL CXXC-DNA inh,KCNH2 3.1 block,GALK inhibitor
O=C(CSc1n[nH]c(-c2ccccc2)n1)N1CCOCC1,0%,17%,-3,0%,0,2%,-1,1%,3,-5%
COCc1nnc(NC(=O)CS(=O)(=O)Cc2ccccc2)s1,-6%,0%,-1,·,5,3%,5,-3%,-25,0%
N#Cc1ccc(/C=C\c2nccc3c2[nH]c2ccccc23)cc1,11%,-60%[inhibitor],7,32%,90*,i,0,10%,-18,0%
CN(CCc1ccccn1)C(=O)c1cccnc1Oc1ccccc1,1%,-40%,-1,7%,0,5%,1,-8%,-1,1%
O=C(CC(C(=O)N1CCc2ccccc21)n1ccnc1)N1CCc2ccccc2C1 (stereo not given),5%,-31%,21,17%,-1,1%,-5,32µM*,-18,-2%
CSc1nsc(SCCN2C(=O)c3ccccc3C2=O)n1,7%,9%,-6,7%,6,0%,1,3%,-19,0%
Cc1ccc(NS(=O)(=O)c2c(C(=O)N3CCCCCC3)c(C)n(C)c2C)c(Cl)c1,-3%,2%,2,-4%,1,0%,1,8%,-5,0%
CCCCNS(=O)(=O)c1ccc2nc(SCC(=O)Nc3cccc(F)c3)[nH]c2c1,-17%,5%,3,3%,3,-5%,0,3%,-15,0%
Cc1cc(C(C)(C)C)cc(S(=O)(=O)NCCc2ccncc2)c1C,-2%,11%,-1,-4%,26,1%,4,5%,-14,-1%
CCCn1cnc2cc(NC(=O)c3ccco3)ccc21,1%,-10%,24,-2%,0,0%,-1,2%,-10,-3%
Cc1cc2nc3c(nc2cc1C)C1(C(=O)N(C)C)CCC3(C)C1(C)C (stereo not given),1%,6%,-6,4%,4,-4%,3,-3%,-6,-1%
COc1ccc2oc(=N)c(C(=O)Nc3cccc(C)c3C)cc2c1,-4%,1%,-3,3%,-2,12%,-1,3%,-5,·
CC(C)(C)C(=O)N1CCN(c2ccnc3cc(Cl)ccc23)CC1,9%,-17%,5,0%,15,-2%,0,-2%,-32,7%
CC1CN(C(=O)CCN2C(=O)c3ccccc3C2=O)CC(C)O1 (stereo not given),47%[activator],29%,-5,·,2,1%,-2,-8%,-9,-3%
O=C(N/N=C/c1ccncc1)c1ccc(NC(=O)c2ccc(Cl)cc2)cc1,7%,-24%,-4,-9%,?,-3%,2,11%,-14,-1%
O=C(CN1CCN(c2ccccc2O)CC1)Nc1ccnn1C1CCCC1,·,2%,4,0%,1,0%,·,·,1,·
COc1ccccc1OCc1nnc(SCC(=O)N2CCCCC2)o1,-7%,1%,3,6%,0,3%,2,14%,4,11%

# Structures listed so far marked active in TRPV1 ag:
mol	a7 integrin act	TRPV1 ag	S-ASM inh	MLL CXXC-DNA inh	GALK inhibitor
N#Cc1ccc(/C=C\c2nccc3c2[nH]c2ccccc23)cc1	-60%[inhibitor]	90*	i	10%	0%

# Molecules listed so far that have a furan ring, fused or not, in the order listed:
SMILES,MBNL1-CUG inh,a7 integrin act,KCNH2 WT inh,A-T KAP1 phos,TRPV1 ag,S-ASM inh,FBPA coupling cs,MLL CXXC-DNA inh,KCNH2 3.1 block,GALK inhibitor
O=C(c1ccc(Br)o1)N1CCN(CCOc2ccccc2)CC1,-1%,5%,11,-2%,16,-2%,4,-3%,-10,9%
CCCn1cnc2cc(NC(=O)c3ccco3)ccc21,1%,-10%,24,-2%,0,0%,-1,2%,-10,-3%
